Screening data deposited in PubChem BioAssay by several laboratories.
PKA-R1A activ: activators of PKA-R1A holoenzyme, primary screen, biochemical, fluorescence polarization, Cy5-IP20, bovine R1A, mouse PKAc. actives 0.083% (n = 340,000). PKA-R1A dissociation; scaled: DMSO 0%, 113 µM cGMP 100%. activation, % at 11.4 µM. cAMP-dependent protein kinase type I-alpha regulatory subunit (Bos taurus) + …;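 active = percent activation above the mean of all tested compounds plus 3 SD, cut at about 19% in these data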;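 also: higher means more PKAc released from R1A so a rise in polarization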
AddAB inh: growth inhibition of E. coli expressing H. pylori AddAB, primary screen, AddAB inhibitor project, absorbance. inhibition, % at 11.9 µM. actives 0.29% (n = 330,000); in the data active = inhibition above about 12%;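 also: 0% = vehicle wells of infected cells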
Tat export inh: E. coli Tat export inhibitors, primary screen, MC4100, TorA-mCherry reporter, fluorescence, single point; actives 0.036% (n = 340,000); inhibition, % at 10 µM;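 active = mean replicate inhibition at least 50% and at least half of replicates individually reaching 50%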;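 also: exported cargo escapes ClpAP degradation while cytoplasmic cargo is degraded and loses fluorescence; 0% = median of neutral control wells and 100% = median of NaSCN control wells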
PfHsp90 yeast 2: growth inhibition of PfHsp90-expressing yeast, primary screen, antimalarial PfHsp90 inhibitor project, S. cerevisiae, BacTiter-Glo luminescence, single point, set 2; BacTiter-Glo ATP, 48 h; yeast lacking PDR1 and PDR3 efflux regulators; inhibition, % at 9.4 µM; actives 0.32% (n = 310,000);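 active = every replicate shows inhibition above about 80%, whatever the replicate mean, limit read from the data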;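 also: 0% = DMSO neutral controls and 100% = 20 µM radicicol positive controls; yeast relying on Plasmodium falciparum Hsp90 in place of its own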
OPRM1-OPRD1 ag: agonists of OPRM1-OPRD1 heterodimerization, primary screen, cell-based, luminescence. AID 504326, 2011. activation, % at 9.3 µM. actives 0.3% (n = 340,000). cells; in the data active = activation above about 18%;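 also: 0% = vehicle-treated cells and 100% = reference agonist; values of inactives mirror those of a sister screen read the other way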
phage Ecoli inh: growth loss of phage-infected E. coli, primary screen, RecBCD inhibitor project, absorbance, with phage, HTS; inhibition, % at 11.9 µM; actives 0.26% (n = 360,000); AID 651602, 2012; in the data active = inhibition above about 11%
E coli growth: E. coli V3065 growth inhibition, primary screen, counter-screen for AddAB inhibitor project, absorbance, OD600; actives 0.27% (n = 330,000); 18 h; AID 449728, 2010; inhibition, % at 11.9 µM;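 active = inhibition above the campaign's mean inhibition across all tested compounds plus 3 SD, cut at about 9.9% in these data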;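 also: uninfected addAB+ strain grown without phage in ampicillin broth; 0% = DMSO wells and 100% = ciprofloxacin 0.95 µg/ml wells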
PKA-R2B act: activators of PKA-R2B holoenzyme, primary screen, biochemical, fluorescence polarization, Cy5-IP20, human; cAMP-dependent protein kinase catalytic subunit beta (Homo sapiens) + cAMP-dependent …; PKA-R2B holoenzyme dissociation; R2B truncated from residue 108, S112A mutant; 0% DMSO only, 100% 113 µM cGMP; activation, % at 11.4 µM; actives 0.079% (n = 340,000); AID 504700, 2011;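 active = activation above a cutoff set at the mean over all compounds plus 3 SD, cut at about 18% in these data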;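 also: higher means more holoenzyme dissociation and a rise in polarization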
Target sequence (P31323 whole entry, looked up, other chains not shown, the tested form may be a part): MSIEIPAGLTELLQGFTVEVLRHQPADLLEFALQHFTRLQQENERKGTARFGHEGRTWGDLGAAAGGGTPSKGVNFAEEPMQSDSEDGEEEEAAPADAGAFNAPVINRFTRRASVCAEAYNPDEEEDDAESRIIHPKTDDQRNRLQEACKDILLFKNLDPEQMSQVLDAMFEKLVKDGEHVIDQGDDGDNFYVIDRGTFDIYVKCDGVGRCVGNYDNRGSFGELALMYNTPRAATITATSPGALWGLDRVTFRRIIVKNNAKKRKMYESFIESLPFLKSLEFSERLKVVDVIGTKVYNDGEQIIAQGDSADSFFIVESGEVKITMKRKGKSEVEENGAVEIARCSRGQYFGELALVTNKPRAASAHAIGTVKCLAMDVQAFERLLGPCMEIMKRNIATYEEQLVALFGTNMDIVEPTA
Mot1-301 SUMO: yeast Mot1-301 growth rescue at high temperature, primary screen, SUMOylation pathway inhibitor project, S. cerevisiae, ATP luminescence, 38.5C. AID 2716, 2010. growth rescue, % at 18.8 µM. actives 1% (n = 320,000). S. cerevisiae Mot1-301 growth rescue; percent above DMSO median, 100 means doubled;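 active = every valid replicate shows activation above 250% relative to neutral control wells; inactive = the rest, any valid replicate at or below 250%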;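 also: OY570 slx delta 5 strain wells were the positive control but not used for scaling; some compounds called inactive have numbers as strong as hits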
OPRM1-OPRD1 inv: inverse agonists of MOR-DOR heterodimerization, primary screen, cell-based, luminescence; actives 0.21% (n = 340,000); AID 504357, 2011; Mu-type opioid receptor (Homo sapiens) + Delta-type opioid receptor (Homo sapiens), …; cell-based MOR-DOR heterodimer luminescence, inverse agonism; inhibition, % at 9.3 µM; in the data active = inhibition above about 22%, passing the limit was not always enough;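 also: 0% = cells with DMSO and 100% = wells without cells with DMSO; values of inactives mirror those of a sister screen read the other way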
HTR5A inv ag: HTR5A inverse agonists in luminescence cell assay, primary screen, counter-screen for OPRM1-OPRD1 heterodimer inverse agonist project, full-deck HTS; actives 0.083% (n = 340,000); AID 504634, 2011; 5-hydroxytryptamine receptor 5A (Homo sapiens), P47898; inhibition, % at 9.3 µM; HTR5A cell line, inverse agonism; in the data active = inhibition mostly above about 23%, no sharp cut-off; inactive = mostly below about 18%;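 also: 0% = cells with DMSO and 100% = no-cell wells with DMSO; some compounds called inactive have numbers as strong as hits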
Target sequence (P47898 whole entry, looked up): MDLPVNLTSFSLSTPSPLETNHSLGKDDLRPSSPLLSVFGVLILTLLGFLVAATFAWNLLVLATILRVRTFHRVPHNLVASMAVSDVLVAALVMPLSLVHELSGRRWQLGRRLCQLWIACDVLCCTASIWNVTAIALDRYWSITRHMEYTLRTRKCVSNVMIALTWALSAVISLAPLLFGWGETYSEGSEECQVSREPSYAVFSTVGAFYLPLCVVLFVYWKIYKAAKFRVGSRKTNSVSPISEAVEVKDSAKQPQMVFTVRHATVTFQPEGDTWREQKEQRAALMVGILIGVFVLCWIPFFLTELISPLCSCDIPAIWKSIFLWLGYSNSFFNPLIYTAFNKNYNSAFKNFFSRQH
* hit, by the source's call; nt = no result given.

Start of the listing, in advance, 5 compounds:
SMILES,PKA-R1A activ,AddAB inh,Tat export inh,PfHsp90 yeast 2,OPRM1-OPRD1 ag,phage Ecoli inh,E coli growth,PKA-R2B act,Mot1-301 SUMO,OPRM1-OPRD1 inv,HTR5A inv ag
COc1ccc(C2CC(c3ccccc3)=NN2C(=O)CN2CCN(Cc3ccccc3)CC2)cc1 (stereo not drawn),-9,-0.2,0,1,3.0,3.8,-1.3,-2,80,-16,8
NCCc1nnc(SCc2c(F)cccc2Cl)o1,-7,0.1,3,-5,-1.6,4.1,-0.1,-7,3,9,15
C[S+](CC[C@H](N)C(=O)O)C[C@H]1O[C@@H](n2cnc3c(N)ncnc32)[C@H](O)[C@@H]1O (stereo partly drawn),-1,-0.2,19,-12,-0.3,nt,1.6,-11,3,2,-4
Cc1cnc(NC(=O)CSC(=S)N2CCOCC2)s1,2,0.2,-6,-26,-0.2,1.1,-3.3,-2,2,1,11
CCOC(=O)NC(=O)C(=CNc1ccc(C)cc1)C(=O)NC(=O)OCC,5,3.3,-1,5,-2.2,0.7,-0.9,-8,5,11,0

This part in full, from the first entry:
SMILES,PKA-R1A activ,AddAB inh,Tat export inh,PfHsp90 yeast 2,OPRM1-OPRD1 ag,phage Ecoli inh,E coli growth,PKA-R2B act,Mot1-301 SUMO,OPRM1-OPRD1 inv,HTR5A inv ag
COc1ccc(C2CC(c3ccccc3)=NN2C(=O)CN2CCN(Cc3ccccc3)CC2)cc1 (stereo not drawn),-9,-0.2,0,1,3.0,3.8,-1.3,-2,80,-16,8
NCCc1nnc(SCc2c(F)cccc2Cl)o1,-7,0.1,3,-5,-1.6,4.1,-0.1,-7,3,9,15
C[S+](CC[C@H](N)C(=O)O)C[C@H]1O[C@@H](n2cnc3c(N)ncnc32)[C@H](O)[C@@H]1O (stereo partly drawn),-1,-0.2,19,-12,-0.3,nt,1.6,-11,3,2,-4
Cc1cnc(NC(=O)CSC(=S)N2CCOCC2)s1,2,0.2,-6,-26,-0.2,1.1,-3.3,-2,2,1,11
CCOC(=O)NC(=O)C(=CNc1ccc(C)cc1)C(=O)NC(=O)OCC,5,3.3,-1,5,-2.2,0.7,-0.9,-8,5,11,0
Oc1ccccc1-c1nc(N2CCN(Cc3ccccc3)CC2)c2ccccc2n1,-5,0.2,-1,-22,-2.3,1.3,-2.2,-9,12,13,-12
CCN(CC(=O)Nc1ccc2c(c1)OCO2)CC(=O)Nc1ccccc1C(F)(F)F,-4,0.5,2,-15,-3.5,1.5,0.2,0,29,14,1
CCOCCCN1C(=O)CN(C2CCCCCC2)C(=O)C1c1ccc(OC)cc1 (stereo not drawn),-2,2.8,-1,11,-3.9,2.6,2.1,-1,-12,21,-6
CCC(C)[C@H](NC(=O)N1CCn2c1nc1ccccc12)C(=O)NCCc1ccc(OC)c(OC)c1 (stereo partly drawn),-5,1.0,18,4,nt,0.0,-0.1,-5,-8,nt,nt
Cc1ccc(CN2CCSc3ccc(C(=O)NC4CCCC4)cc32)cc1,-4,5.4,-2,10,-0.3,nt,-0.5,5,-9,2,19
CCOC(=O)c1ccc(NC(=S)N(CCCN2CCCC(C)C2)Cc2cccs2)cc1 (stereo not drawn),3,3.6,-7,6,4.9,0.8,-2.6,4,-5,-25,-2
Cc1ccc(OCC(=O)N/N=C/c2cn[nH]c2-c2ccc(Cl)c(Cl)c2)cc1,0,-3.1,-5,-4,5.1,1.1,-1.8,4,923,-31,0
CC(NS(=O)(=O)c1ccccc1)C(=O)Nc1nccs1 (stereo not drawn),-1,-1.4,-2,nt,-2.3,-0.1,-3.3,-9,0,13,-16
CCCCNC(=O)Nc1nnc(-c2ccccc2)o1,4,-1.2,-6,nt,0.2,0.5,-4.9,-7,nt,-1,5
CCOC(=O)N1CCC(NC(=O)CCc2nc(-c3ccc(C)cc3)no2)CC1,14,1.9,3,-15,1.1,nt,-2.9,5,-1,-6,0
CCOc1ccc(NC(=O)C2CCCN(S(=O)(=O)c3cnc[nH]3)C2)cc1 (stereo not drawn),-10,0.0,-2,19,-1.7,nt,0.3,-9,6,9,0
CC(C)NC(=O)N(C)C[C@H]1Oc2ccc(NC(=O)Nc3ccccc3)cc2C(=O)N([C@H](C)CO)C[C@@H]1C,-12,2.6,-1,0,-3.1,1.7,1.1,2,-23,17,-14
CN(CC(=O)Nc1ccccc1Sc1ccccc1)Cc1nc2ccccc2c(=O)[nH]1,14,4.4,6,0,-1.1,3.4,-0.1,-4,704*,6,1
COc1ccccc1C(O)Cc1nc2ccccc2n1C (stereo not drawn),5,0.4,0,nt,-1.1,-0.8,-1.6,-4,-2,5,1
O=C(O)c1ccc(Nc2cnc3ccccc3n2)cc1,-6,0.0,0,10,0.9,5.4,-3.0,-14,10,-7,-5
O=C(Cc1ccccc1[N+](=O)[O-])NCC(O)c1ccc2c(c1)OCO2 (stereo not drawn),2,nt,1,15,-4.1,1.0,nt,3,nt,18,7
COc1cc2c(cc1OC)C(c1ccccc1)N(C(=O)c1ccccc1)CC2 (stereo not drawn),-7,-3.4,-4,-7,-2.0,-3.0,-0.5,-17,-2,10,3
O=C(Nc1ccc2c(c1)OCO2)c1cc(-c2ccccc2Cl)on1,-13,0.3,-5,-6,7.3,1.7,0.0,6,-4,-46,-34
CC1CCCN(C(=O)COc2ccc(-c3ccccc3)cc2)C1 (stereo not drawn),-5,1.9,-1,-2,2.8,2.6,-0.6,1,-3,-20,-10
Cc1ccc(-n2nc(C)c3onc(C)c3c2=O)cc1,-4,1.3,-5,-5,-2.5,3.3,-1.1,0,7,13,-4
CCOC(=O)c1cnc2ccc(Br)cc2c1NCCO,-2,3.3,-2,0,-2.1,2.6,-0.2,-1,-15,12,23
Cn1c(=O)c2ccccc2n(CC(=O)NC2CCCC2)c1=O,4,2.2,-4,17,-0.7,0.9,1.9,3,1,4,-12
O=[N+]([O-])c1ccc(N2CCN(c3ccc(O)cc3)CC2)cn1,4,4.2,5,-39,3.6,2.6,0.8,-6,-1,-27,-10
Cc1cc(N2O[C@]34C=C[C@]25C[C@@H](O)CC[C@]5(C)C3CC[C@]2(C)[C@@H]([C@H](C)/C=C/[C@H](C)C(C)C)CC[C@H]24)no1 (stereo partly drawn),-3,-0.9,5,-18,-1.6,3.2,-0.7,-8,nt,8,-8
CC(C)CC(NC(=O)C(NC(=O)OC(C)(C)C)C(C)C)C(=O)N1CCCC1C(N)=O (stereo not drawn),-3,1.3,-7,-7,-1.9,1.8,3.2,-11,3,11,-4
CC1(C)CC(=O)C2=C(C1)NC(SCC(N)=O)=C(C#N)C21CCCCC1,6,2.5,7,16,-4.2,1.6,0.2,-7,11,17,26
CCCCC(c1nnnn1CC1CCCO1)N1CCN(Cc2ccccc2)CC1 (stereo not drawn),-6,0.1,-5,-4,0.6,3.7,0.3,-4,-5,-3,11
COC(=O)Cc1ccc(NC(=S)NCC(C)C)cc1,1,-0.4,-6,-8,-1.4,4.5,0.7,8,-25,10,9
CCOc1ccc2nc(NCCCNS(=O)(=O)c3ccc(C)cc3)c(C#N)cc2c1,-1,3.3,15,-4,11,nt,4.2,5,265,-59,7
CCN(CC1CCCN(CCc2cccc(F)c2)C1)C(=O)c1ccc(CSC)o1 (stereo not drawn),-16,-0.3,-2,-12,0.4,2.2,-0.3,-7,2,-3,20
COc1ccc(-c2csc3nc(C)n(-n4cccc4)c(=O)c23)cc1OC,-8,0.1,4,-46,-2.0,2.2,-3.0,-3,-2,11,-4
Cn1cc(C(=O)N2CCN(c3ccccc3)CC2)c(=O)c2cc(S(=O)(=O)N3CCOCC3)ccc21,-6,-1.8,-7,-33,-4.0,3.0,0.2,-5,6,20,-22
O=C(/C=C/c1ccco1)Nc1cccc2cccnc12,7,0.9,-2,-21,1.5,3.6,-0.7,4,137,-11,6
COc1ccc(C(=O)Nc2c(N)nc(SCC(=O)N3CCC(C)CC3)[nH]c2=O)cc1,9,0.9,-4,-1,-2.0,0.7,1.3,-2,19,14,-18
NC(=O)c1ccc(NC(=O)Cc2cccs2)cc1,-4,1.3,-14,8,-1.4,-0.9,-1.0,11,6,8,13
CCC(=O)c1cn(CC(=O)Nc2ccccc2)c2ccccc12,2,8.6,-7,9,-3.6,4.3,4.3,-9,-11,18,0

Rows are unselected; overall some 2.2% were active at least once.
